# Screens deposited in PubChem by National Center for Advancing Translational Sciences (NCATS).
# POLK inh: DNA polymerase kappa (human) inhibition. 400,000 compounds, 0.53% hits. Q9UBT6. purified Pol kappa, fluorescent DNA synthesis assay, 10 min. AID 588579. Potency, µM (doses to about 107 µM), without a hit: at the highest dose activity, negative = inhibition, hits mostly inhibitors; note: potency is the fitted concentration of half-maximal effect; % is set by controls: 0 for no effect and ±100 for the full control effect
#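 Here, compound and 10 nM enzyme are combined for 15 min at room temperature; adding 50 nM substrate (final) starts DNA synthesis, tracked by fluorescence at 0 and 10 min against buffer-only wells.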
# Pol beta inh: blocks human DNA polymerase beta activity; P06746; Potency, µM (series often up to 114 µM), for inactives: at the top dose activity change, negative = inhibition, most hits filed as inhibitors; Pol beta primer extension/strand displacement, fluorescence kinetic; AID 485314; 340,000 compounds, 1.3% hits; note: potency is the fitted concentration of half-maximal effect; % is set by controls: 0 for no effect and ±100 for the full control effect
#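 10 nM enzyme + cpd, 15 min RT; start with substrate 50 nM final; read 0 min and after 10 min RT. Corrected, normalized data; 4-parameter Hill curve fit.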
# POLI inh: inhibitors of human DNA polymerase iota; Q9UNA4; Pol iota fluorescent replication assay, 10 min; Potency, µM (highest dose often 115 µM), for inactives: top-dose activity, negative = inhibition, actives largely listed as inhibitors; 390,000 compounds, 1% hits; note: potency is the fitted concentration of half-maximal effect
#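 Fluorescent replication assay read twice, at 0 min and 10 min after adding 50 nM (final) substrate. Enzyme (10 nM) and compounds were first incubated 15 min at room temperature; enzyme-free buffer wells were negative controls.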
# ERG Ets-DNA blk: inhibitors of human ERG Ets domain-DNA interaction; fluorescence polarization, His-ERG Ets domain / labelled DNA; P11308; 370,000 compounds, 0.028% hits; Potency, µM (highest dose often 76.9 µM), for the others: at the highest dose FP activity, negative = inhibition, usual class: inhibitors; active = well fitted inhibition curve with a large enough effect in the polarisation, with a control signal flat; inconclusive = small, poorly fitted or top-dose-only effect, or effect the other way, or a change in a side signal; inactive = no such curve, though single readings can be large or run the other way; the % refers to the polarisation;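 note: polarization taken with two DNA probes labelled with fluorescein and Texas red; potency is the fitted concentration of half-maximal effect; % of control where 0% means no effect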
#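 His-tagged ERG Ets domain (1 uM in the protein solution; 300mM KCl, 50mM Tris-HCl, 1mM EDTA, 1mM DTT, pH 7.5) received compound, then a probe mix of 5 nM fluorescein-DNA and 100nM Texas-615-DNA. Fluorescence polarization was read for both dyes.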
# TRHR ag: activates the human TRH receptor; 360,000 compounds, 0.18% hits; activation, % at 2 µM; P34981; TRHR cells, calcium flux fluo-8, FDSS agonist mode; in the data active = activation above about 30%; note: 0% is about no effect
# Target sequence (P34981 whole entry, looked up): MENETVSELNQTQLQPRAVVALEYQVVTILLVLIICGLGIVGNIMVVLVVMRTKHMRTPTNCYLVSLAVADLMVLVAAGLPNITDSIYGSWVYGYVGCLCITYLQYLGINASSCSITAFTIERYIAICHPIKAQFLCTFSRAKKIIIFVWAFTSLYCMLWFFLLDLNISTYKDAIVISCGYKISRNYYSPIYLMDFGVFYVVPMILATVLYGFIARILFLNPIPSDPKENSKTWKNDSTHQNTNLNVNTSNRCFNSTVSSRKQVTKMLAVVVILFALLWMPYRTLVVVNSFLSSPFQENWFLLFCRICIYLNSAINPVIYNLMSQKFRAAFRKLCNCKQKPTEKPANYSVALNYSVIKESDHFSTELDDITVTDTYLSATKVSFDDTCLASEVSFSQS
#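 Agonist-mode FDSS calcium read (Ex 480/Em 530, 1 s cycles) in 1536-well TRHR cells with fluo-8 dye, after 10-cycle baseline and 23 nL compound addition; TRH at EC20 (10 nM final) added afterwards for the enhancer phase.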
# 12-LOX inh: inhibitors of human 12S-lipoxygenase ALOX12 | P18054 | Potency, µM (highest dose often 108 µM), without a hit: top-dose activity change, negative = inhibition, usual class: inhibitors | purified 12hLO, xylenol orange hydroperoxide absorbance | 580,000 compounds, 1.1% hits | AID 1671190; note: potency is the fitted concentration of half-maximal effect; % is set by controls: 0 for no effect and ±100 for the full control effect
#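 Purified human 12hLO at 150 nM in 25 mM Hepes, 0.01% Triton X-100, pH 7.0, preincubated 15 min at room temperature with compound. Reaction started with 40 uM arachidonic acid, 30 min at room temperature. Hydroperoxide measured by Fe-xylenol orange, 573/405 nm absorbance ratio.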
# Anesthetic bind: binds horse apoferritin like a general anesthetic; P02791; apoferritin/1-aminoanthracene competitive binding, fluorescence; Potency, µM (doses to about 77.5 µM), for inactives: at the highest dose activity change, negative = displacement, actives largely listed as inhibitors; 350,000 compounds, 0.074% hits; AID 485281; note: potency is the fitted concentration of half-maximal effect; % is set by controls: 0 for no effect and ±100 for the full control effect; nearly all actives have a fitted effect of over 20% in size
# Target sequence (P02791 2-175 limits assumed): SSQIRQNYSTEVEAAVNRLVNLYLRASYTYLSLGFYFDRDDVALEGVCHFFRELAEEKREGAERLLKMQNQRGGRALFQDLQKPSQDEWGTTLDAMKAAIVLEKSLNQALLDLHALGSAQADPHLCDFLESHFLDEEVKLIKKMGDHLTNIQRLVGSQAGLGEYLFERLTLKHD
#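 10 uM apoferritin + 50% sat. 1-AMA, PBS; cpd 10 min RT; Ex380/Em535 endpoint; normalized to free probe vs complex; 4-param Hill fit; propofol titration as pos. ctrl.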
# BLM inh: inhibitors of human Bloom syndrome helicase BLM; Potency, µM (titrated, usually from 56.1 µM), inactives show top-dose activity change, negative = inhibition, hits mostly inhibitors; 350,000 compounds, 0.2% hits; recombinant BLM DNA unwinding, fluorescence dequenching;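 note: potency is the fitted concentration of half-maximal effect; plate controls were vehicle for no effect and no enzyme for full effect; nearly all actives have a fitted effect of over 35% in size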
# APE1 inh: inhibitors of human APE1 endonuclease | P27695 | recombinant APE1, TAMRA/BHQ-2 abasic DNA cleavage fluorescence | Potency, µM (titrated, usually from 65.8 µM), for the others: at the top dose activity change, negative = inhibition, actives largely listed as inhibitors | 350,000 compounds, 0.35% hits | AID 2517;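 note: potency is the fitted concentration of half-maximal effect; plate controls were vehicle for no effect and reference inhibitor for full effect; nearly all actives have a fitted effect of over 55% in size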
# Target sequence (P27695 whole entry, looked up): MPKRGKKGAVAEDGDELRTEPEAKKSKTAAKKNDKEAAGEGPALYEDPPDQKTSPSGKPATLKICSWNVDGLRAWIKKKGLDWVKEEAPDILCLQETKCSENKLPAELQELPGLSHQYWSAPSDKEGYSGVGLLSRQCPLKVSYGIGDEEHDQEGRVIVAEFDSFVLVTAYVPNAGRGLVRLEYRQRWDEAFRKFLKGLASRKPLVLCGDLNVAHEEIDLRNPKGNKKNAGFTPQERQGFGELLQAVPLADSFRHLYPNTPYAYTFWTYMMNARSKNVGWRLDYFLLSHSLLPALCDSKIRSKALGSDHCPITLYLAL
#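 Measures dequenching upon AP-site incision of a 5'-TAMRA/3'-BHQ-2 THF-containing duplex, 50 nM; human APE1 0.75 nM after 15 min room-temperature exposure to compound; kinetic three-point read at one-minute spacing.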
# * marks the source's active call; other numbers are inactive results; ? = inconclusive; . = no result given; [ ] = another dose, or the depositor's remark. Unless noted, calls come from the whole dose curve; as a rule, active = well fitted curve in the direction sought with a large enough effect; inconclusive = small, poorly fitted or top-dose-only effect, or another doubt; inactive = no such curve, though single readings can be large; an effect the other way counts as inactive or inconclusive.
SMILES,POLK inh,Pol beta inh,POLI inh,ERG Ets-DNA blk,TRHR ag,12-LOX inh,Anesthetic bind,BLM inh,APE1 inh
CCOC(=O)c1sc(NC(=O)c2nc3ncccn3n2)c(C(=O)OC(C)C)c1C,-6%[60.1 µM],-2%,-17%,-6%,0.2,-13%,46%[activator],6%,.
COc1cc(NC(=O)COC(=O)CNC(=O)C23CC4CC(CC(C4)C2)C3)cc(OC)c1,-13%,.,-7%,23%,0.2,-12%,.,.,6%
O=C(N=Nc1c(O)[nH]c2ccccc12)c1cccs1,-3%,?,-17%,0%,-0.5,-13%,-20%,-25%,-6%
COc1ccc(CNc2ncnc3onc(C)c23)cc1,-10%,8%,-5%,10%,-0.5,-7%,-5%,1%,.
COc1ccc(N(CC(=O)Nc2cccc(C)c2C)S(=O)(=O)c2c(C)[nH]c(=O)[nH]c2=O)cc1,0%,2%,11%,-3%,0.1,4%,2%,2%,-3%
CN1CCN(C(=O)c2ccc(C(F)(F)F)cc2)CC1,3%,14%,-1%,12%,-0.3,-24%,-3%,-6%,10%
CC(OC(=O)C1CC1C)C(=O)Nc1ccc(Cl)cn1 (stereo not drawn),-17%,.,12%,-4%,-0.3,10%,.,.,-3%
O=C(COC(=O)C1CCC1)Nc1cccc(Cl)c1,7%,.,11%,8%,0.1,-3%,.,.,-4%
COc1ccc(-c2nc(CC(=O)Nc3cccc(S(=O)(=O)NC4=NCCC4)c3)cs2)cc1,-6%,.,-8%,2%,-0.6,2%,.,.,19%
Cc1cccnc1NC(N)=S,6%,7%,13%,-1%,-1.3,?,-11%,-1%,4%
CCn1c(=O)c(C(=O)Nc2cc(OC)c(OC)c(OC)c2)nc2ccccc21,7%,0%,20%,7%,0.2,0%,-12%,-2%,.
N#CC1(c2nc3ccccc3[nH]2)CC1c1ccc2c(c1)OCO2 (stereo not drawn),-2%,1%,6%,-4%,-0.6,?,4%,-2%,-2%
Oc1c(/C=N/c2ncn[nH]2)ccc2ccccc12,-6%,26%,46%[activator],13%,0.6,-4%,-19%,-1%,0%
O=C1CCCN1c1ccc(Br)cc1,-1%,1%,14%,12%,-0.5,-5%,-14%,0%,0%
CNC(=O)CSc1nnc(-c2ccncc2)n1Cc1ccccc1,-6%,2%,5%,-9%,0.5,-10%,-3%,-1%,2%

# Full records as entered above. Order of values: POLK inh, Pol beta inh, POLI inh, ERG Ets-DNA blk, TRHR ag, 12-LOX inh, Anesthetic bind, BLM inh, APE1 inh
# CCn1c(=O)c(C(=O)Nc2cc(OC)c(OC)c(OC)c2)nc2ccccc21 is listed as 7%, 0%, 20%, 7%, 0.2, 0%, -12%, -2%, .
# COc1ccc(N(CC(=O)Nc2cccc(C)c2C)S(=O)(=O)c2c(C)[nH]c(=O)[nH]c2=O)cc1 is listed as 0%, 2%, 11%, -3%, 0.1, 4%, 2%, 2%, -3%
# Oc1c(/C=N/c2ncn[nH]2)ccc2ccccc12 is listed as -6%, 26%, 46%[activator], 13%, 0.6, -4%, -19%, -1%, 0%
# CN1CCN(C(=O)c2ccc(C(F)(F)F)cc2)CC1 is listed as 3%, 14%, -1%, 12%, -0.3, -24%, -3%, -6%, 10%
# O=C(N=Nc1c(O)[nH]c2ccccc12)c1cccs1 is listed as -3%, ?, -17%, 0%, -0.5, -13%, -20%, -25%, -6%

# (more compounds)
SMILES,POLK inh,Pol beta inh,POLI inh,ERG Ets-DNA blk,TRHR ag,12-LOX inh,Anesthetic bind,BLM inh,APE1 inh
O=C(/C=C/NCc1cccnc1)C(F)(F)C(F)(F)F,2%,-1%,63%[activator],8%,0.5,-20%,-7%,-1%,-2%
Cc1ccc(NC(=O)CN2C(=O)CNC2=O)cc1,-18%,22%,-1%,-7%,-1.1,6%,8%,4%,2%
Cc1cc2c(cc(C(=O)N3CCC(C(=O)N4CCCC4)CC3)n2Cc2c(F)cccc2Cl)o1,10%,15%,-1%,11%,-0.5,-7%,-11%,4%,-4%
O=[N+]([O-])c1ccc(/C=N/n2c(-c3ccccc3)n[nH]c2=S)cc1,-3%,?,117%[activator],-3%,-0.5,?,9%,-4%,8%
COc1cc(C)c(C(=O)CSc2nnc(CNC(=O)c3ccco3)n2C)cc1C,-2%,-22%,5%,3%,-0.8,-2%,-2%,0%,15%[12.4 µM]
CCOC(=O)CN1CCc2c(C)nc3c(-c4ccc(OC)c(OC)c4)cnn3c21,-22%,-4%,17%,2%,-0.8,0%,3%,-8%,14%
COc1ccc(C(CNC(=O)CN2C(=O)NC3(CCCC3)C2=O)N(C)C)cc1 (stereo not drawn),-5%,-18%,13%,4%,-0.4,6%,-8%,1%,22%
CCn1c(SCC(=O)N2CCOCC2)nnc1C(C)NC(=O)c1ccccc1 (stereo not drawn),-1%,19%,-1%,-7%,0.9,436%[activator],0%,-2%,36%[activator]
Cc1ccc(S(=O)(=O)NCC(=O)N(CC(=O)NC2CCCCC2)CC2CCCO2)cc1 (stereo not drawn),-16%,23%,10%,-2%,-0.3,-10%,-6%,-1%,2%
COCCCNC(=O)c1[nH]c2cc(OC)ccc2c1Sc1ccc(C)cc1,3%,0%,15%,-7%,1.1,8%,4%,-1%,.
O=C(CCN1C(=O)C2C3C=CC(C3)C2C1=O)N1CC(=O)N(CCc2ccccc2)C(=O)C1 (stereo not drawn),2%,6%,6%,-5%,0.4,0%,-12%,-1%,-1%
Cc1ccccc1-c1nc(CS(=O)(=O)CC(=O)N2CCc3ccccc32)c(C)o1,5%,6%,40%[activator],3%,-0.8,3%,6%,3%,2%
COc1ccccc1NC(=O)CN1CCN(c2ccccc2F)CC1,-13%,12%,0%,10%,-0.2,411%[activator],-16%,-3%,-3%
Cc1nc(SCC(=O)NCC2CCCO2)c2cc(-c3ccccc3)sc2n1 (stereo not drawn),-3%,.,7%,0%,-0.1,-28%,.,.,-5%
CN(C)c1ccc(C(=S)N2CCN(C(=S)Nc3ccccc3)CC2)cc1,1%,-2%,29%,0%,-0.3,5%,-12%,-7%,-1%
CCOc1ccccc1C(=O)Nc1nnc(SCC(=O)N2CCOCC2)s1,1%,-2%,63%[activator],-4%,-0.5,-1%,-9%,-2%,-6%
CCCC(=O)Nc1nc2c(OC)ccc(OC)c2s1,?,8%,?,1%,-0.5,27%,-1%,2%,-9%
CCOC(=O)N1CCC(Nc2cccc(SC)c2)CC1,-7%,21%,?,.,-0.3,?,?,1%,7%
Cc1ccc(CCNC(=O)c2ccc(CSCc3ccccc3C)o2)cc1,2%[60.1 µM],-24%,?,3%,1.6,-28%,162%[activator],-8%,.
CCN(CC(=O)Nc1ccc2c(c1)OCCO2)C(=O)C1CCCCC1,-1%,51%,-2%,-5%,-0.2,0%,-12%,-5%,18%
O=C(c1cnn2c1NC(c1ccco1)CC2C(F)(F)F)N1CCN(c2cccc(Cl)c2)CC1 (stereo not drawn),-8%,-22%,-8%,8%,1.8,1%,-19%,-12%,-4%
Cc1ccc2nc(NC3=NCN(CCc4ccccc4)CN3)nc(C)c2c1,.,0%,.,.,0.1,.,-20%,51%[activator],-1%
CC(C)(C)c1ccc(C(=O)N2CCC3(CC2)NCCc2[nH]cnc23)cc1,7%,1%,31%[activator],13%,0.6,2%,5%,-2%,92%[activator]
Cc1ccc(-c2cc(C(=O)OCn3nnc4ccccc4c3=O)c3ccccc3n2)cc1,0%,15%,8%,-14%,-0.1,14%,-9%,-4%,-2%
O=C(CN1CCN(c2ccc(O)cc2)CC1)NC(c1ccccc1)c1ccccc1,-24%,-16%,?,1%,0.9,22µM*,4%,1%,1%
CCOC(=O)c1c(NC(NC(C)=O)C(Cl)(Cl)Cl)sc(C(C)=O)c1C (stereo not drawn),-5%,2%,7%,8%,0.7,45%[activator],-18%,-4%,6%
Cc1ccnc(NC(=S)NC(=O)/C=C/c2ccccc2)c1,-4%,48%,21%,.,0.3,9%,-12%,-5%,0%
Cc1ccccc1/C=N\NC(=O)c1ccccc1-n1cccc1,-6%,21%,96%[activator],-12%,-0.5,2%,-17%,-5%,-1%
COCCN(CCOC)S(=O)(=O)c1ccc(C(=O)Nc2nnc(C3CC3)o2)cc1,9%,1%,24%,-7%,0.8,-14%,-1%,0%,0%
COc1cc(C(c2c(C)[nH][nH]c2=O)c2c(C)[nH][nH]c2=O)ccc1OS(=O)(=O)c1ccccc1,-20%,-11%,10µM*,-7%,0.0,13%,-13%,-10%,?
Cc1ccn2c(c1)nc(=S)n2C(=O)c1ccccc1,-2%,41%,16%,-5%,1.3,-21%,-2%,-9%,17%
OCCCNCc1ccc(Cl)cc1Cl,-1%,-17%,20%,0%,-1.1,6%,-13%,1%,1%
O=c1[nH]c2ccccc2nc1NCc1ccccc1,-2%,3%,6%,-8%,-0.4,13%,?,-3%,0%

# These rows are one share of the data. The share of hits here may be higher or lower than overall.
